Assay outcomes (PubChem)
NPYLR7 agonist = mosquito NPYLR7 agonism; actives 0.15% (n = 270,000); activation, % at 10 µM; HEK293T NPYLR7/Galpha15, GCaMP6s calcium fluorescence; in the data active = activation above about 40%;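 note: 0% = vehicle and 100% = reference agonist at the receptor; some compounds past the cut are filed as inactive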
hcGAS inh = inhibitors of human cGAS | inhibition, % at 12.5 µM | actives 0.081% (n = 290,000) | Q8N884 | recombinant h-cGAS, ATP depletion, Kinase-Glo luminescence;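 note: 0% = vehicle reaction and 100% = reaction without DNA for no activity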
Target sequence (Q8N884 whole entry, looked up): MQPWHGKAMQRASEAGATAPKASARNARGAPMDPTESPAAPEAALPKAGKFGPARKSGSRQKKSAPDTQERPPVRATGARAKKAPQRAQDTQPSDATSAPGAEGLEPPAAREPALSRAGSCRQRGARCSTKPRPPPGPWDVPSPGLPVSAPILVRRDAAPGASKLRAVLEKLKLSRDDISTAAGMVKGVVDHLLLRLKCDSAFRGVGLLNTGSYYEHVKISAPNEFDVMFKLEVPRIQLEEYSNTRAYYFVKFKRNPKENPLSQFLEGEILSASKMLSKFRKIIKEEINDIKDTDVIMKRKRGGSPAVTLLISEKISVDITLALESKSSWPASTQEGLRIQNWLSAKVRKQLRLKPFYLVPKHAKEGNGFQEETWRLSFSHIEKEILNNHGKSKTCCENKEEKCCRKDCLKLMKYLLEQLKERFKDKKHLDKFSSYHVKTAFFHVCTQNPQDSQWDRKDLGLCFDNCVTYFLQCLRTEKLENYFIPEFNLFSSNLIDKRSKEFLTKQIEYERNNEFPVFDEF
mcGAS inh = mouse cGAS inhibition by luminescence; Q8C6L5; recombinant cGAS, Kinase-Glo ATP depletion luminescence; inhibition, % at 12.5 µM; actives 0.15% (n = 160,000); AID 1259399;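 note: 0% = negative control wells and 100% = reference inhibitor with no enzyme activity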
* = called active by the depositor; nt = not tested or not shown; & = joins results of further samples. Cut-off read from the data, not from the text of the source, unless noted: active = inhibition above about 40%; inactive = the rest.

Compound	NPYLR7 agonist	hcGAS inh	mcGAS inh
CC1CN(c2oc(-c3ccc(COc4ccccc4)o3)nc2C#N)CC(C)O1 (configuration not stated)	1	-2	-6
Cc1ccc(C)c(NC2=NC3CS(=O)(=O)CC3S2)c1 (configuration not stated)	-2	-7	nt
COc1ccc(-c2nc(SC3CC(C)OC3=O)n[nH]2)c(OC)c1 (configuration not stated)	1	-4	nt
CCOCCCN(CC(=O)N(Cc1ccccc1)Cc1cccn1Cc1ccc(F)cc1)C(=O)c1cccc(Br)c1	-5	-4	-4
Cc1noc(-c2ccc(N(C)Cc3cnn(C)c3)nc2)n1	4	-3	nt
O=C1C[C@H]2CC[C@@H](CN1)N2C(=O)C1c2ccccc2-c2ccccc21	0	0	nt
CCc1nc2ccc(C(=O)N3CCCCC3)cn2c1N(C)C(=O)C1CCCCC1	-5	-4	0
COCc1ccc(C(=O)NC2CCCc3c2cnn3-c2ccc(F)cc2F)o1 (configuration not stated)	-1	-3	-4
CC(=O)N1CC(C)CN(CC(=O)NCc2ccco2)c2ccccc21 (configuration not stated)	10	-12	-9
CNC(=O)[C@@H]1C[C@H](N)CN1S(=O)(=O)c1sc2ccc(Cl)cc2c1C	7	-5	nt
COc1ccc(-c2nnc(SCCC(N)=O)n2C2CCCCC2)cc1	5	-7	-9
O=C1c2ccccc2CCC1C1(O)C(=O)Nc2ccc(Br)cc21 (configuration not stated)	-2	-3	-7
O=c1[nH]nc2c3c(cccc13)-c1ccccc1-2	7	26	nt
O=C(NCc1ccncc1)c1ccc(CSc2nnc(-c3ccccc3Cl)n2-c2ccc(F)cc2)cc1	1	4	-2
CCc1nnc(-c2cc3ccccc3n2Cc2cccnc2)o1	-4	-1	-2
O=C(/C=C\c1ccccc1)NCc1cc(-c2ccc(F)cc2F)on1	0	-11	-7
COc1ccc2c3c(ccc2c1)C1CCC(=O)N1CC3 (configuration not stated)	-7	1	nt
COc1cc(NC(=O)N(CCN2CCCC2)CC(=O)N(Cc2ccccc2)Cc2sccc2C)cc(OC)c1	8	-11	-6
CCOC(=O)C1(Cc2ccc(OC)cc2)CCN(C(=O)C2=CCCCC2)CC1	3	-5	nt
O=C(CCC(=O)N1CCCC(Nc2ccccc2)C1)c1ccc(F)cc1 (configuration not stated)	1	-5	nt
Nc1c(C(=O)CSc2ncn[nH]2)c(=O)[nH]c(=O)n1C1CC1	4	-8	nt
O=C(CN1CCC2(CC1)OCCCO2)Nc1cc(Cl)cc(Cl)c1	9	-4	-5
CCOC(=O)c1cnc(-c2ccc(C(F)(F)F)cc2)nc1NCC(C)(C)CN(C)C	3	-9	-7
O=C(CCC(=O)N1CCCC(c2ccccc2)CC1)NC1CCCC1 (configuration not stated)	3	-6	-18
CCCNC(=O)c1c(C)c(CC)c(C)n1Cc1ccc(F)c(F)c1	25	-2	-5
Cc1nccn1-c1cccc(N2CCC(OCC3CCCCO3)CC2)n1 (configuration not stated)	4	-5	nt
Nc1ccc(S(=O)(=O)C(F)(F)F)cc1N	2&3	1&-9	-8
Cc1cccc(NC(=O)C2CCN(Cn3nc(OC(C)C)sc3=S)CC2)n1	0	-13	nt
CC(C)C(NCC(=O)NC1CCCc2ccccc21)c1ccc2c(c1)OCCCO2 (configuration not stated)	4	-12	-19
O=C(CC(c1ccccc1)c1cn(Cc2ccccc2)c2ccc([N+](=O)[O-])cc12)NCc1ccc2c(c1)OCO2 (configuration not stated)	nt	-5	-5

One compound at a time (already shown).
Cc1nccn1-c1cccc(N2CCC(OCC3CCCCO3)CC2)n1 (configuration not stated) is entered as NPYLR7 agonist = 4; hcGAS inh = -5; mcGAS inh = nt
Nc1ccc(S(=O)(=O)C(F)(F)F)cc1N is entered as NPYLR7 agonist = 2&3; hcGAS inh = 1&-9; mcGAS inh = -8

Going on with the list.
Compound	NPYLR7 agonist	hcGAS inh	mcGAS inh
Cc1cc(CN2CC[C@@H](c3ccc4ccccc4c3)[C@H](O)C2)n[nH]1	nt	-5	-18
Cc1cccn2c(=O)c(C(=O)NCc3ccccc3)c(O)nc12	-1	2	2
O=c1c(N=Nc2ccc(Cl)c([N+](=O)[O-])c2)c(-c2ccc([N+](=O)[O-])cc2)[nH]n1-c1ccccc1	-21	3	2
Cc1cc(C)cc(SCc2csc(-c3ccc(C(F)(F)F)cc3)n2)c1	4	-10	-9
CCOC(=O)N1CCN(C(=O)c2cc(-c3cccc(OC)c3)n3nc(C(C)(C)C)cc3n2)CC1	-7&-11	-10&2	-9&2
CC(=O)Nc1cccc(C(=O)N2CCOC(COCc3cccc(C)c3)C2)c1 (configuration not stated)	25	-2	nt
CCCCOc1ccc(C(=O)Nc2ccc(C3SCC(=O)N3c3ccc4c(c3)CCC4)cc2)cc1 (configuration not stated)	19	-11	-8
C=CCn1c2ccccc2n2nc(C)nc12	5	1	nt
Cc1noc(NS(=O)(=O)c2ccc(NC(=O)C34CCC(CC3)C4)cc2)c1C	0	-7	nt
COc1ccc(/C=C2\C(=O)NC(=S)N(Cc3ccccc3)C2=O)cc1Br	-10	1	0

Some of the entries so far, with values under each structure.
Results follow in this order: NPYLR7 agonist, hcGAS inh, mcGAS inh
> C=CCn1c2ccccc2n2nc(C)nc12
 : 5, 1, nt
> Cc1noc(NS(=O)(=O)c2ccc(NC(=O)C34CCC(CC3)C4)cc2)c1C
 : 0, -7, nt
> COc1ccc(/C=C2\C(=O)NC(=S)N(Cc3ccccc3)C2=O)cc1Br
 : -10, 1, 0

Other entries.
Compound	NPYLR7 agonist	hcGAS inh	mcGAS inh
COc1ccc(-c2cnc3ncnn3c2N2CCCN(C(=O)c3c(-c4ccccc4)noc3C)CC2)cc1OC	2	-5	-7
C=Cn1cc(CN2CCN3CCNC(=O)C3C2)cn1 (configuration not stated)	5	-8	nt
COC(=O)c1ccoc1CN(C1CC1)C1CCS(=O)(=O)C1 (configuration not stated)	-1	3	nt
C/C=C(\C)C(=O)OC1C[C@@]2(COC(C)=O)O[C@H]2/C=C\[C@@]2(C)O[C@@H]2[C@H]2OC(=O)C(COC(C)=O)=C12 (some centres not stated)	-6	-2	-3
O=C1c2ccccc2C2=Nc3ccccc3OC12O (configuration not stated)	17	-8	-7
Cc1cccc(-c2cc(N)n(-c3ccc(C(=O)NCCC(c4ccccc4)c4ccccc4)cc3)n2)c1	-4	-4	-6
CC(C)N1CCNC(=O)C1CC(=O)N(Cc1ccco1)Cc1cccs1 (configuration not stated)	7	-5	-13
CCN(CC)C(=O)c1cc(NS(=O)(=O)c2ccc3[nH]c(=O)cc(C)c3c2)c(OC)c(OC)c1	5	3	nt
CSc1nc(N2CCOCC2)c2cnn(CCNC(=O)c3ccccc3F)c2n1	6	24	4
CC(C)Oc1ccc(CN2CCC2(C)C(=O)NCc2ccc(C(F)(F)F)cc2)cc1 (configuration not stated)	3	-9	nt
CSc1ccc(C(=O)N2CCCC(CO)(CCCc3ccccc3)C2)cc1 (configuration not stated)	5	-4	-7
O=C(Cc1ccccc1)Nc1ccc(N2CCOCC2)cc1	2	-9	-12
O=C(NC1CC1)c1cc2n(n1)CCN(c1nccc(C(F)(F)F)n1)C2	4	3	nt
CCCC12CN3CC(C)(CN(C1)C3c1cccs1)C2=O (configuration not stated)	6	-10	nt
COc1ccc2c(c1OC)C(=O)N1c3ccccc3COC21 (configuration not stated)	4	-10	nt
O=C1CSc2cc(Cl)ccc2N1	6	-9	nt
COCCN(Cc1cccc2cccnc12)c1c(N)n(CC(C)C)c(=O)[nH]c1=O	-1	6	nt
Cc1cc(=O)[nH]c2nnc(SCC(=O)N3CCCCCC3)n12	-3	-4	-7
CN(C)c1ccc(-c2nc3cc(NC(=O)c4ccco4)ccc3o2)cc1	8	-4	-9
COCc1cc(Cn2cnc(-c3ccccc3)c2-c2cccnc2)[nH]n1	-1	-8	-9
CCc1nc(C(N)=O)c2[nH]c(=O)n(-c3ccc4c(c3)OCO4)c2n1	16	-8	nt
COC(=O)c1ccccc1NC(=O)c1cc(-c2cccs2)n(C2CCS(=O)(=O)C2)n1 (configuration not stated)	6	-4	nt
O=C(c1ccc(F)cc1F)N1CCC(CCc2ccc(-c3ccccc3)cc2)CC1	-1	2	2
COc1cccc(COC2CCCN(C(=O)c3cccc(OC)c3)C2)c1 (configuration not stated)	-5	-5	-5
COc1cc(OC)c(OC)cc1C=CC(=O)Nc1ncc(C)s1	1	-3	-5
COc1ccsc1S(=O)(=O)NCc1ccnc(-n2ccnc2)c1	6	-6	nt
CC(C)(C)S(=O)(=O)CCC#N	6	-8	nt
COc1cc(-c2ccc(C)s2)cc2c1OCCN(C1CCN(C)CC1)C2	-4	-2	1
CCOC(=O)c1[nH]c2ccccc2c1NC(=O)c1ccc(C)c(C)c1	0	-8	-8
COc1ccc(S(=O)(=O)NCC2CCCO2)cc1N1CCN(S(=O)(=O)c2cccc([N+](=O)[O-])c2)CC1 (configuration not stated)	-14	-2	2
CC(C)Cc1nnc(NS(=O)(=O)c2ccc(Cl)cc2)s1	-5	-4	nt
O=C1c2[nH]nc(-c3ccccc3)c2C(c2cccc([N+](=O)[O-])c2)N1c1ccccc1 (configuration not stated)	-11	-6	-8
Cc1ccc(C)c(S(=O)(=O)NC(=O)c2c(C)noc2C(C)C)c1	-26	0	nt
CCOc1cc(Br)cc(/C=C2/SC(=S)N(CC(=O)O)C2=O)c1O	-2	-6	nt
CCN(CC)C(=O)N1C[C@@H]2C(CN(C)Cc3ccoc3)[C@@H]2C1 (some centres not stated)	nt	-14	-6
CC1CN(C)CCN1C(C)C(=O)NCc1ccccc1F (configuration not stated)	-1	-2	-6
CC1CCCC(N(C)c2nn3c(=O)ccnc3s2)C1 (configuration not stated)	5	-6	nt
COC(=O)c1ccc2c(c1)C1CCCCC1C(=O)N2Cc1ccccc1 (configuration not stated)	5	-1	nt
COCC(=O)Nc1cccc(-n2nc(OCC(C)C)nc2-c2ccc(C(F)(F)F)cc2)c1	7	0	-5
CCOC(=O)C1(Cc2ccccc2)CCCN(C(=O)CCc2nc3ccccc3s2)C1 (configuration not stated)	4&1	4&0	nt

Quoted from the listing.
NPYLR7 agonist with COC(=O)c1ccc2c(c1)C1CCCCC1C(=O)N2Cc1ccccc1 (configuration not stated) stands at 5
mcGAS inh with CCN(CC)C(=O)N1C[C@@H]2C(CN(C)Cc3ccoc3)[C@@H]2C1 (some centres not stated) stands at -6
NPYLR7 agonist with CC(C)Cc1nnc(NS(=O)(=O)c2ccc(Cl)cc2)s1 stands at -5
mcGAS inh with COCC(=O)Nc1cccc(-n2nc(OCC(C)C)nc2-c2ccc(C(F)(F)F)cc2)c1 stands at -5
hcGAS inh with Cc1ccc(C)c(S(=O)(=O)NC(=O)c2c(C)noc2C(C)C)c1 stands at 0
hcGAS inh with CC1CN(C)CCN1C(C)C(=O)NCc1ccccc1F (configuration not stated) stands at -2
NPYLR7 agonist with CC1CCCC(N(C)c2nn3c(=O)ccnc3s2)C1 (configuration not stated) stands at 5

Other compounds.
Compound	NPYLR7 agonist	hcGAS inh	mcGAS inh
O=S1(=O)CCC(N2CCC(Nc3ncncn3)CC2)CC1	nt	-11	-7
Cc1ccc(C)c(C2=C/C(=C3\c4ccccc4-c4ncccc43)C(=O)O2)c1	-2	0	nt
O=C(C1CCCN(Cc2cc3n(n2)CCCNC3)C1)N1CCOCC1 (configuration not stated)	9	-1	nt
Cc1c(N2CCC(CS(N)(=O)=O)CC2)nn2c(C(F)(F)F)nnc2c1C	10	-6	nt
Cc1cc(N(C)/N=C\c2cccnc2)nc(-c2ccccc2O)n1	0	0	-2
Cc1nc(C(C)C)ncc1C(=O)N1CCC2(CCNC(=O)CC2)CC1	4	-6	nt
Nc1ccc2n[nH]nc2c1	-3	1	nt
CSc1cc(-c2ccccc2)oc1C(=O)c1ccccc1	-6	-8	nt
